Assay outcomes deposited in PubChem by National Center for Advancing Translational Sciences (NCATS).
RXFP1 antagonist = blocks the human relaxin receptor RXFP1; HEK293-RXFP1, relaxin-stimulated cAMP HTRF, 30 min; stronger effect = lower value; activity change, negative = inhibition, % at 57.5 µM; 350,000 compounds, 0.59% hits; AID 1259400;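 active = activity change of -60% or lower, but not beyond a set lower limit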; also: % is scaled to controls: 0 for no effect and ±100 for the full control effect
D2 antagonist = antagonizes the human D2 dopamine receptor. P14416. HEK293 TREx D2 cells, calcium flux, dopamine EC80. inhibition, % at 10 µM. 340,000 compounds, 2% hits; in the data active = inhibition above about 30%; also: 0% is about no effect
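Inhibition of EC80 dopamine-driven calcium flux, recorded kinetically, defines activity here; cells are a tetracycline-induced HEK293 T-REx line expressing force-coupled D2.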
D1 agonist = agonists of human D1 dopamine receptor; P21728; HEK293 T-REx D1 cells, calcium flux, agonist mode; activation, % at 2 µM; 360,000 compounds, 1% hits; AID 504660; also: 0% is about no effect
Target sequence (P21728 whole entry, looked up): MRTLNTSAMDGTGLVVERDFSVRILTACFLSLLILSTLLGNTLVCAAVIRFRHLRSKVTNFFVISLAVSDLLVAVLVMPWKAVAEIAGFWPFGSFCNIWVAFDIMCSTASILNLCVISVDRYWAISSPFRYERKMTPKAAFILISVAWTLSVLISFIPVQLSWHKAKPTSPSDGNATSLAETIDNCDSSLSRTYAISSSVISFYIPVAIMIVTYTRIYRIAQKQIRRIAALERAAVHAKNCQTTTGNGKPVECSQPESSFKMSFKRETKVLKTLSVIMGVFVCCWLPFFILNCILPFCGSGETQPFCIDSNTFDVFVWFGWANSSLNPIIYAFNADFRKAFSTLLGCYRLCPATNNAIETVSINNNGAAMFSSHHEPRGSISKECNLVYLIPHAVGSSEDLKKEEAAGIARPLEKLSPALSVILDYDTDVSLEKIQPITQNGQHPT
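Tetracycline-induced HEK293 TREx D1 cells, force-coupled to calcium signalling, were dye-loaded with a no-wash calcium kit. Compound was pin-added after a 10 s baseline. Fluorescence was read kinetically at 1 cycle/s for 180 s, with calcium rises flagged as agonism.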
TRHR PAM = allosteric enhancers of human TRH receptor; TRHR cells, fluo-8 calcium fluorescence, EC20 TRH enhancement; enhancement, % at 2 µM; 360,000 compounds, 0.66% hits; AID 493056; in the data active = enhancement above about 30%; also: 0% is about no effect
Target sequence (P34981 whole entry, looked up): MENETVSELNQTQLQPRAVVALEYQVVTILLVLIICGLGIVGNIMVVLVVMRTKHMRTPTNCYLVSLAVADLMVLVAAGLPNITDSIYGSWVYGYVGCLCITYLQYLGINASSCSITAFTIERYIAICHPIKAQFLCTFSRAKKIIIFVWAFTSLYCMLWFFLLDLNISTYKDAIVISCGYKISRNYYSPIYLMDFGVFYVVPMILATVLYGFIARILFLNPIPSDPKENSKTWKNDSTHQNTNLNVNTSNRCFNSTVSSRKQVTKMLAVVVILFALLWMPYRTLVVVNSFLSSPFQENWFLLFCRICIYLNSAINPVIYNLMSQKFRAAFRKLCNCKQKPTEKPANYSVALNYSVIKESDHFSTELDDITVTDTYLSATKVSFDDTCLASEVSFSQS
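Enhancer read-out: after compound pinning and an initial kinetic agonist-mode read, an EC20 of TRH (10 nM final) was injected and fluo-8 calcium signal (Ex 480/Em 530) followed at 1 s/cycle for 100 cycles in TRHR-expressing cells.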
D1 PAM = potentiators of human D1 dopamine receptor; P21728; potentiation, % at 10 µM; 360,000 compounds, 0.036% hits; HEK293 TREx D1 cells, calcium flux, dopamine EC20 potentiation; in the data active = potentiation above about 30%; also: 0% is about no effect
D2 agonist = agonists of human D2 dopamine receptor; 340,000 compounds, 0.53% hits; activation, % at 2 µM; HEK293 T-REx D2 cells, calcium flux agonist mode;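 active = activation over 3 SD above normal in the single-dose calcium agonist read, cut at about 30% in these data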; also: 0% is about no effect
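HEK293 Trex D2 cells, tetracycline-induced, o/n 30 C 5% CO2; no-wash Ca dye, RT 30–90 min; 10-cycle baseline, 23 nl cpd added, kinetic Ca read 180 s; agonist hits = positive Ca response.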
D2 PAM = D2 dopamine receptor (human) potentiation; P14416; HEK293 T-REx D2, calcium flux, EC20 dopamine potentiation; potentiation, % at 10 µM; 340,000 compounds, 0.34% hits;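 active = potentiation over 3 SD above the plate norm, cut at about 30% in these data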; also: 0% is about no effect
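Calcium flux readout, no-wash dye, 1 read/s. Inducible HEK293 Trex D2 line, overnight 30 C. Compound alone 180 s (agonist flags), then EC20 dopamine, another 180 s to score potentiation.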
D1 antagonist = human D1 dopamine receptor antagonism; activity change, negative = inhibition, % at 10 µM; AID 504652; P21728; 360,000 compounds, 3.2% hits; HEK293 TREx D1 cells, calcium flux, dopamine EC80; stronger effect = lower value; in the data active = activity change below about -30%; also: % is scaled to controls: 0 for no effect and ±100 for the full control effect
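Cells carrying a force-coupled, tetracycline-inducible human D1 receptor report calcium flux. Each well gets a 10 s baseline, compound with 180 s monitoring, then an EC80 dopamine stimulus with a second 180 s kinetic read.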
TRHR ag = agonists of human TRH receptor. P34981. TRHR cells, calcium flux fluo-8, FDSS agonist mode. activation, % at 2 µM. 360,000 compounds, 0.18% hits. AID 493084; also: 0% is about no effect
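Read-out: compound-evoked intracellular calcium rise in TRHR cells, fluo-8 dye, kinetic FDSS fluorescence at 1 s/cycle following a 10-cycle baseline. Cells cultured overnight before dye loading (30 min–1.5 h, RT).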
* hit, by the source's call; / = no result given. Rule as the data show it, unless noted: active = activation above about 30%; inactive = the rest. Compounds as they come; any-hit rate near 7.1%.

SMILES	RXFP1 antagonist	D2 antagonist	D1 agonist	TRHR PAM	D1 PAM	D2 agonist	D2 PAM	D1 antagonist	TRHR ag
CCN(CC)S(=O)(=O)c1cc(C(=O)O)c(Cl)cc1Cl	-12	-16	1	-8	2	-0.6	-4	-1	-0.1
CCOC(=O)c1ccc2ncc3c(-c4ccccc4)nn(-c4ccc(F)c(Cl)c4)c3c2c1	/	/	2	17	-1	-1.0	-14	14	-1.1
CS(=O)(=O)N(CC(=O)N1CCOCC1)c1ccc2c3c(cccc13)CC2	-5	-22	0	14	0	0.5	2	-22	0.0
Cc1ccc(NC(=O)CSCC(=O)Nc2ccccc2N2CCCC2)cc1	11	-5	0	1	2	0.1	11	4	-0.6
O=C(c1oc2ccccc2c1N1CCCCC1)N1CCCCC1	12	-6	3	-1	2	-0.6	1	37	-0.3
Cc1ccc(S(=O)(=O)NCc2ccc(N3CCN(C(=O)OC(C)(C)C)CC3)cc2)cc1	1	0	8	-1	-7	-2.3	18	-2	-1.9
CCOC(=O)c1[nH]c(C)c(C(=O)NC2CCN(C(=O)OCC)CC2)c1C	-10	-16	4	0	-3	-0.5	3	0	-1.6
Cc1ccc(S(=O)(=O)N(C)CC(=O)OCC(=O)Nc2ccccc2)cc1	-8	-5	7	4	-15	-1.7	-11	-22	-0.4
CC(NC(=O)c1ccc(NC(=O)c2ccco2)cc1)c1ccccc1 (stereo not drawn)	-1	1	0	1	1	0.0	-8	-6	-0.3
COc1cc2nc(Cl)nc(NCCO)c2cc1OC	7	3	2	-6	-16	-0.1	-2	-1	0.6
COc1ccc(NC(=O)Cn2c(=O)n(CCC(=O)NCc3ccccc3OC)c(=O)c3ccccc32)cc1Cl	/	/	-2	7	1	-0.7	3	-2	-2.0
CC(C)C(C(=O)NCc1ccco1)N(C(=O)CNS(=O)(=O)c1ccccc1)c1ccccc1 (stereo not drawn)	-12	-2	0	15	4	-1.3	5	0	-0.3
Cc1scc(C(=O)N/N=C/c2ccc(OCC(C)C)cc2)c1C	-10	-33	2	3	-4	0.3	0	1	0.0
COc1ccccc1C(=O)NCC1(c2ccccc2)CCCC1	-32	-6	0	0	0	-1.7	2	-16	-0.5
O=C(CSc1nnc(-c2ccncc2)o1)c1cccc([N+](=O)[O-])c1	-1	7	1	-2	-12	-0.1	2	-17	-0.3
Cn1c(CNC(=O)c2ccc(F)cc2)cc2ccccc21	7	/	1	-1	-6	/	-16	-1	-1.2
COc1ccc(NC(=O)COC(=O)CNS(=O)(=O)c2ccccc2)cc1OC	0	18	2	-5	-12	8.8	-4	-21	-1.2
Cc1cccc(NC(=O)CSc2nc(-c3ccccc3)c(C#N)c(=O)[nH]2)c1C	3	-29	1	2	2	-0.2	6	36	-0.2
Cc1[nH]nc(SCC(=O)NC2CCCC2)c1[N+](=O)[O-]	-11	-1	5	-2	-9	-0.1	9	-17	-0.2
CSCCC(NC(=O)c1ccc(=O)n(C)n1)c1nc2ccccc2[nH]1 (stereo not drawn)	-1	10	1	3	-3	-0.5	-8	-8	0.0
COc1ccc(S(=O)(=O)N2CCN(C(=O)c3c(-c4ccccc4)noc3C)CC2)cc1	-8	-2	-2	1	3	0.6	7	-1	-0.1
COc1nnc(-c2ccc(N3CCCCC3)c(NC(=O)c3ccc(Cl)cc3)c2)c2ccccc12	/	/	2	39*	-2	-0.7	13	-1	-1.0
Cc1nc2scc(-c3cccs3)c2c(=O)o1	-7	12	2	3	2	1.1	-7	-5	0.4
CCCn1c(-c2cccc([N+](=O)[O-])c2)nc2c1c(=O)[nH]c(=O)n2Cc1ccccc1	-14	-5	0	10	4	2.4	10	7	-0.8
CC(=O)NNc1ncnc2c1cnn2-c1ccc(C)c(C)c1	-2	-2	3	0	-11	0.1	-4	-21	3.7
CC(C)Cn1cc(NC(=O)NCc2ccccc2Cl)c2ccccc2c1=O	/	/	4	3	-4	-0.6	2	1	-1.4
CCOc1ccc(C2/C(=C(\O)c3ccc4c(c3)OCCO4)C(=O)C(=O)N2Cc2cccnc2)cc1OCC (stereo not drawn)	11	-4	2	-1	-4	-1.5	-4	-13	0.6
c1ccc2c(c1)nc(NCCN1CCOCC1)c1nncn12	/	/	0	1	3	/	/	-1	0.2
COc1ccc(C2=CC(c3cccc(OC)c3)n3nnnc3N2)cc1 (stereo not drawn)	-7	16	4	3	-8	-0.4	-2	-10	-0.8
O=C(N=C1SC2CS(=O)(=O)CC2N1c1ccccc1)C1CCCCC1 (stereo not drawn)	5	-1	3	4	-9	0.4	-4	-5	-0.1

Rewritten with values under each structure: part of the list above
Every second line gives: RXFP1 antagonist	D2 antagonist	D1 agonist	TRHR PAM	D1 PAM	D2 agonist	D2 PAM	D1 antagonist	TRHR ag
COc1ccc(NC(=O)COC(=O)CNS(=O)(=O)c2ccccc2)cc1OC
    0	18	2	-5	-12	8.8	-4	-21	-1.2
O=C(N=C1SC2CS(=O)(=O)CC2N1c1ccccc1)C1CCCCC1 (stereo not drawn)
    5	-1	3	4	-9	0.4	-4	-5	-0.1

Entries shown so far that contain fluorine, in the order listed:
SMILES	RXFP1 antagonist	D2 antagonist	D1 agonist	TRHR PAM	D1 PAM	D2 agonist	D2 PAM	D1 antagonist	TRHR ag
CCOC(=O)c1ccc2ncc3c(-c4ccccc4)nn(-c4ccc(F)c(Cl)c4)c3c2c1	/	/	2	17	-1	-1.0	-14	14	-1.1
Cn1c(CNC(=O)c2ccc(F)cc2)cc2ccccc21	7	/	1	-1	-6	/	-16	-1	-1.2

Going on with the list.
SMILES	RXFP1 antagonist	D2 antagonist	D1 agonist	TRHR PAM	D1 PAM	D2 agonist	D2 PAM	D1 antagonist	TRHR ag
CC(=O)C12CCCCC1CC1[C@@H]3CC(C)C4=CC(=O)CC[C@]4(C)C3CC[C@@]12C (stereo partly drawn)	14	2	1	12	2	-1.1	-10	4	0.7
O=C1CC(c2nc3ccccc3[nH]2)CN1c1ccccc1F (stereo not drawn)	-1	6	0	2	-9	-0.2	0	0	-0.1
O=C(COC(=O)c1c2c(nc3ccccc13)/C(=C/c1cccc([N+](=O)[O-])c1)CCC2)NC1CCS(=O)(=O)C1 (stereo not drawn)	20	4	4	42*	-4	1.0	-2	-10	0.7
COc1cc(NC(=O)Nc2ccc(Cl)c(Cl)c2)c(C(=O)O)cc1OC	14	15	3	8	1	-1.4	8	-1	-0.5
O=C(/C=C/c1ccccc1[N+](=O)[O-])NCCc1ccc(F)cc1	-3	-8	3	1	-3	-1.0	-21	-3	-1.6
O=C(/C=C/c1ccco1)Nc1ccc(S(=O)(=O)N2CCOCC2)cc1	-10	7	2	8	2	0.6	12	-5	1.0
O=C(CC1CCCCC1)NCc1ccccc1	14	-1	1	3	-4	0.8	-2	9	-0.2
Cc1cc(NC(=O)CSc2nccn2-c2cccc(Cl)c2)no1	-10	-4	1	8	-2	-1.2	-1	9	-1.1
CC(CN1CCN(C)CC1)OC(=O)c1cccc(Cl)c1 (stereo not drawn)	-8	-11	2	3	0	1.2	-13	2	0.6
CCOC(=O)c1cc(C)n(CC2CCC(C(=O)Nc3cccc(C)c3)CC2)c1C (stereo not drawn)	0	/	0	6	2	0.1	5	9	0.3
O=C(CSc1nnc(CNc2cccc(Cl)c2)o1)OC1CCCCC1	-15	-10	5	-7	-9	0.9	15	-18	-0.1
NC(N)=Nc1nc(-c2ccccc2)c2ccccc2n1	-11	-7	1	-9	-6	-0.1	4	-23	0.0
Cc1ccc(CNC(=O)CCCn2c(=O)c3ccccc3n(CC(=O)NCc3ccco3)c2=O)cc1	-6	-6	0	4	0	0.6	3	5	-0.5
Cn1c2cc(B(O)O)sc2c2cnn(Cc3c(F)cccc3Cl)c(=O)c21	/	/	11	6	-8	/	/	-7	3.4
COc1cccc(C(=O)COC(=O)C2CC3CCCC(C2)C3=O)c1 (stereo not drawn)	-6	-1	1	-5	3	0.1	3	-8	0.3
CC1(C)CC(=O)C=C(NCc2ccco2)C1	5	11	0	6	-8	0.0	5	4	0.4
CCOc1ccc(C(C)=O)cc1CN1C(=O)c2ccccc2S1(=O)=O	-7	34*	4	1	-2	0.8	1	0	-0.1
CC(NC(=O)C1CCN(S(=O)(=O)c2ccc3c(c2)oc(=O)n3C)CC1)c1ccccc1 (stereo not drawn)	/	/	-1	-4	-2	-0.1	-1	2	0.1
CCN(CC)Cc1c(O)ccc2c(-c3ccccc3)cc(=O)oc12	2	-8	3	-2	-13	-0.6	-3	-31*	0.0
O=C(O)COCC(=O)N1CCN(C(c2ccccc2)c2ccccc2)CC1	10	-3	2	0	-1	0.2	-1	-21	0.5
CCC(=O)N1c2ccccc2CC1C(=O)NCCc1ccc(C)cc1 (stereo not drawn)	-3	/	0	-7	0	/	1	7	-0.8
CCn1cc(C(=O)O)c(=O)c2cnc(N3CCN(C(=S)NC(=O)c4ccccc4)CC3)nc21	-13	7	0	-3	5	-1.1	-1	23	-1.5
Cc1nn(C(=O)c2cc([N+](=O)[O-])ccc2Cl)c(C)c1Br	-18	14	1	-5	-2	-0.5	0	8	-0.2
Cc1nn(-c2ccc(F)cc2)c(C)c1CN1CCN(Cc2ccccc2)C(CCO)C1 (stereo not drawn)	3	-11	2	-3	-4	0.2	-8	5	-0.3
CCCc1nc(SCc2ccccc2Cl)n[nH]1	11	-7	0	9	9	-0.5	4	2	-0.4
COc1ccccc1-n1c(=O)c(C#N)c(-c2ccc([N+](=O)[O-])cc2)c2cc(C(=O)c3ccccc3O)cnc21	-7	-6	0	-4	3	1.4	6	4	-0.1
Cc1cc(=O)oc2cc(OC(C)C(=O)NCCCn3ccnc3)ccc12 (stereo not drawn)	3	21	0	-5	-3	-0.2	-22	-10	0.2
N#Cc1c(-c2ccccc2)c(-c2ccccc2)n(Cc2ccco2)c1NC(=O)c1cccs1	-15	-11	-1	-4	-2	-0.7	13	-6	0.1
O=C(COC(=O)c1ccccc1C(=O)c1ccc(Cl)cc1)NCC1CCCO1 (stereo not drawn)	-14	-1	-3	-3	2	-0.1	11	8	-0.9
CN(CCC#N)C(=O)Cn1nc(Cc2ccncc2)c2ccccc2c1=O	-3	35*	2	4	-2	-1.5	12	3	-0.2
FC(F)Oc1ccc(NC(=S)NCC2COc3ccccc3O2)cc1 (stereo not drawn)	-7	-1	14	-10	-10	1.7	-6	-12	0.0
Cc1oc(CC(C)C)c(CN2CCCC2)c1C(=O)O	9	-13	0	2	-2	0.8	0	-15	1.0
COc1ccc(NC(=O)Nc2cc(-c3cn4cccnc4n3)ccc2OC)cc1	/	/	0	-4	-1	0.0	-2	0	0.7

Structures above that have a cyano group:
SMILES	RXFP1 antagonist	D2 antagonist	D1 agonist	TRHR PAM	D1 PAM	D2 agonist	D2 PAM	D1 antagonist	TRHR ag
Cc1cccc(NC(=O)CSc2nc(-c3ccccc3)c(C#N)c(=O)[nH]2)c1C	3	-29	1	2	2	-0.2	6	36	-0.2
COc1ccccc1-n1c(=O)c(C#N)c(-c2ccc([N+](=O)[O-])cc2)c2cc(C(=O)c3ccccc3O)cnc21	-7	-6	0	-4	3	1.4	6	4	-0.1
N#Cc1c(-c2ccccc2)c(-c2ccccc2)n(Cc2ccco2)c1NC(=O)c1cccs1	-15	-11	-1	-4	-2	-0.7	13	-6	0.1
CN(CCC#N)C(=O)Cn1nc(Cc2ccncc2)c2ccccc2c1=O	-3	35*	2	4	-2	-1.5	12	3	-0.2
